BAZ2B inh: BAZ2B (human) inhibition. 360,000 compounds, 4.4% hits. AlphaScreen BAZ2B-H3K14Ac peptide displacement. Potency, µM (titrated, usually from 114 µM), without a hit: at the highest dose activity change, negative = inhibition, actives largely listed as inhibitors. Q9UIF8; also: % is scaled to controls: 0 for no effect and ±100 for the full control effect; nearly all actives have a fitted effect of over 60% in size
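Complex of BAZ2B and biotin-H3K14Ac (50 nM apiece) forms over 30 min at RT, then faces library compounds up to 110 uM for another 30 min; AlphaScreen beads added, 20 min dark incubation, luminescence read.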
Apoferritin bind: candidate novel general anesthetic via apoferritin binding. apoferritin/1-aminoanthracene competitive binding, fluorescence. Potency, µM (highest dose often 77.5 µM), without a hit: at the highest dose activity change, negative = displacement, usual class: inhibitors. 350,000 compounds, 0.074% hits. AID 485281; also: % is scaled to controls: 0 for no effect and ±100 for the full control effect; nearly all actives have a fitted effect of over 20% in size
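Horse-spleen apoferritin (10 uM) in 50% saturated 1-aminoanthracene in PBS was incubated 10 min at room temperature with compound. Fluorescence (ex 380, em 535 nm) was normalized to free and bound 1-AMA, with concentration-response fitted by a four-parameter Hill equation.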
POLB inh: inhibitors of human DNA polymerase beta. Pol beta primer extension/strand displacement, fluorescence kinetic. Potency, µM (doses to about 114 µM), for inactives: top-dose activity change, negative = inhibition, most hits filed as inhibitors. 340,000 compounds, 1.3% hits. AID 485314; also: % is scaled to controls: 0 for no effect and ±100 for the full control effect
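Human Pol beta at 10 nM; strand-displacement substrate 50 nM final. Compound exposure 15 min at room temperature before start, reaction 10 min at room temperature.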
G9a block: blocks human histone lysine methyltransferase G9a; Q96KQ7; G9a H3K9 monomethylation, AlphaScreen, 2 h; Potency, µM (highest dose often 102 µM), inactives show at the top dose activity, negative = inhibition, actives largely listed as inhibitors; 350,000 compounds, 8.8% hits; AID 504332; also: % is scaled to controls: 0 for no effect and ±100 for the full control effect; nearly all actives have a fitted effect of over 75% in size
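Signal arises when biotinylated H3K9 peptide, once monomethylated, bridges streptavidin donor and antibody-captured acceptor beads. Enzyme at 20 nM was preincubated 15 min with test compounds; peptide 500 nM and SAM 20 uM then reacted for 2 h.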
APEX1 inh: APE1 (human) endonuclease inhibition | 350,000 compounds, 0.35% hits | Potency, µM (highest dose often 65.8 µM), without a hit: top-dose activity change, negative = inhibition, actives largely listed as inhibitors | recombinant APE1, TAMRA/BHQ-2 abasic DNA cleavage fluorescence;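 also: plate controls were vehicle for no effect and reference inhibitor for full effect; nearly all actives have a fitted effect of over 55% in size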
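Kinetic fluorescence read (525 ex/598 em nm, three reads 60 s apart) of AP-site incision; signal = third minus first read. Enzyme 0.75 nM, dual-labelled THF duplex 50 nM, compound preincubation 15 min RT.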
POLH inh: DNA polymerase eta (human) inhibition; 390,000 compounds, 1.2% hits; recombinant Pol eta, fluorescent DNA replication assay; Potency, µM (titrated, usually from 114 µM), without a hit: at the top dose activity change, negative = inhibition, hits mostly inhibitors; Q9Y253; also: % is scaled to controls: 0 for no effect and ±100 for the full control effect
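Fluorescent replication assay: 50 nM final substrate added after a 15 min room-temperature compound preincubation with 10 nM enzyme. Signal taken at 0 min and again at 10 min.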
Pol kappa inh: inhibitors of human DNA polymerase kappa. Q9UBT6. purified Pol kappa, fluorescent DNA synthesis assay, 10 min. Potency, µM (doses to about 107 µM), inactives show top-dose activity, negative = inhibition, most hits filed as inhibitors. 400,000 compounds, 0.53% hits. AID 588579; also: % is scaled to controls: 0 for no effect and ±100 for the full control effect
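Readout: fluorescence, taken kinetically at 0 and 10 min. Conditions: 10 nM Pol kappa, 15 min RT compound preincubation, 50 nM substrate final. Controls: enzyme-free buffer wells.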
BLM helicase inh: inhibitors of human Bloom syndrome helicase BLM. P54132. recombinant BLM DNA unwinding, fluorescence dequenching. Potency, µM (doses to about 56.1 µM), inactives show at the highest dose activity change, negative = inhibition, most hits filed as inhibitors. 350,000 compounds, 0.2% hits. AID 2528;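 also: plate controls were vehicle for no effect and no enzyme for full effect; nearly all actives have a fitted effect of over 35% in size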
POLI inh: DNA polymerase iota (human) inhibition | Q9UNA4 | Pol iota fluorescent replication assay, 10 min | Potency, µM (top dose mostly 115 µM), without a hit: at the highest dose activity, negative = inhibition, usual class: inhibitors | 390,000 compounds, 1% hits | AID 588590
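Fluorescent replication assay read twice, at 0 min and 10 min after adding 50 nM (final) substrate. Enzyme (10 nM) and compounds were first incubated 15 min at room temperature; enzyme-free buffer wells were negative controls.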
* marks the source's active call; other numbers are inactive results; ? = inconclusive; · = not tested or not shown; & = joins results of further samples; [ ] = remark or other dose. Calls follow the shape of the dose curve; as a rule, active = well fitted curve in the direction sought with a large enough effect; inconclusive = small, poorly fitted or top-dose-only effect, or another doubt; inactive = no such curve, though single readings can be large; an effect the other way counts as inactive or inconclusive. Potency is read from the fitted curve at half-maximal effect.

Letters – A = BAZ2B inh; B = Apoferritin bind; C = POLB inh; D = G9a block; E = APEX1 inh; F = POLH inh; G = Pol kappa inh; H = BLM helicase inh; I = POLI inh
SMILES: Cc1cc(C)c2c(c1)cc(C)c1nnc(SCC(=O)Nc3ccccc3N3CCOCC3)n12
  A: -30%; B: -5%; C: 5%; D: -4%[59 µM]; E: -1%; F: -16%; G: -1%; H: -9%; I: 3%

SMILES: O=C(O)CC(Cn1[nH]nnc1=S)c1ccccc1 (stereo not drawn)
  A: ?; B: -2%; C: 11%; D: 8.9µM*; E: 11%; F: -6%; G: 4%; H: 3%; I: -8%

SMILES: CC(C)(O)C#Cc1ccc(C(=O)NC(CCCNC(N)=O)C(=O)O)s1 (stereo not drawn)
  A: -3%; B: -3%; C: 1%; D: 6%; E: 11%; F: -19%; G: 7%; H: 0%; I: 82%[activator]

SMILES: NC(=O)CC(NC(=O)c1cccc(Br)c1)c1ccc(NCC2CC2)c([N+](=O)[O-])c1 (stereo not drawn)
  A: -14%; B: -12%; C: 46%; D: ·; E: 7%; F: -3%; G: 6%; H: -1%; I: -3%

SMILES: O=C(CNC(=O)c1ccc(Cl)cc1Cl)OCc1nc2ccccc2s1
  A: 15%; B: -17%; C: 7%; D: 16%; E: -1%; F: -17%; G: -4%; H: 3%; I: 6%

SMILES: C[C@@H](O)C1NC(=O)[C@H](CCCCN)NC(=O)c2cc([N+](=O)[O-])cc(F)c2NCCCC[C@@H](C(N)=O)NC1=O (stereo partly drawn)
  A: -27%; B: 3%; C: 17%; D: ?; E: -1%; F: -16%; G: 6%; H: 30%; I: 13%

SMILES: Cn1cc(SCC(=O)O)c2ccccc21
  A: 0%; B: -4%; C: -10%; D: 22%; E: 6%; F: 4%; G: -10%; H: -2%; I: 11%

SMILES: CC1(C)COCN1C(=O)c1ccc(Cl)c(Cl)c1
  A: 4%; B: ?; C: 6%; D: 0%; E: -4%; F: -20%; G: 7%; H: -7%; I: 74%[activator]

SMILES: CCC(=O)n1nc(-c2cccnc2)nc1NCc1ccc(F)cc1
  A: 11%&-2%; B: -9%&-2%; C: -16%&1%; D: -42%; E: 1%; F: -3%&-2%; G: -20%&-7%; H: -5%&1%; I: 43%&15%[activator]

SMILES: COc1ccc(C(=O)COc2ccc3ccc(=O)oc3c2)cc1
  A: 0%; B: -12%; C: ?; D: 6%; E: -1%; F: 11%; G: 9%; H: -8%; I: -5%

SMILES: O=C(CNC(=O)c1ccc(Br)o1)NNC(=O)c1n[nH]c(=O)c2ccccc12
  A: ?; B: ·; C: ·; D: -47%[12.7 µM]; E: 33%; F: -3%; G: -15%; H: ·; I: ?

SMILES: O=C(CCCN1C(=O)c2ccccc2C1=O)N1CCCCC1
  A: 12%; B: -1%; C: 9%; D: 7%[59 µM]; E: 2%; F: -8%; G: -11%; H: 0%; I: -1%

SMILES: CC(C)(C)c1ccc(CN2N=C(/C=C/c3ccccc3)CCC2=O)cc1
  A: 6%; B: ?; C: ?; D: 48%[activator]; E: -4%; F: -28%; G: -2%; H: -11%; I: 2%

SMILES: O=[N+]([O-])c1cccc(CN2C(COCc3ccccc3)CCC=CS2(=O)=O)c1 (stereo not drawn)
  A: ·; B: -22%; C: ·; D: ·; E: -4%; F: ·; G: -4%; H: -4%; I: 8%

SMILES: C=C(C)Cn1c(-c2ccc(OC)cc2)nc2ccccc21
  A: 22%; B: -20%; C: 14%; D: ?; E: -5%; F: -15%; G: -5%; H: 2%; I: 3%

SMILES: Cc1cnc(NC(=O)c2cc3c(s2)CCCC3)s1
  A: -3%; B: -22%; C: ?; D: 16%; E: ?; F: -13%; G: 4%; H: -3%; I: 8%

SMILES: CC(NC(=O)c1cccs1)C(c1cccs1)N1CCN(c2ccccc2)CC1 (stereo not drawn)
  A: -31%; B: 2%; C: 25%; D: ?; E: 5%; F: -18%; G: -5%; H: 1%; I: ?

SMILES: O=C(Cc1ccc([N+](=O)[O-])cc1)NCc1ccc2c(c1)OCO2
  A: 4%; B: -7%; C: 6%; D: 0%[59 µM]; E: 3%; F: -11%; G: -8%; H: -3%; I: 5%

SMILES: CCOC(=O)CSc1nc2ccc(NC(=O)c3ccc(F)cc3)cc2s1
  A: ?; B: 3%; C: 21%; D: -34%[59 µM]; E: ·; F: -7%; G: 4%; H: -2%; I: 24%

SMILES: Cc1ccc(NC(=S)NCCC2=CCCCC2)cc1
  A: -11%; B: -14%; C: -19%; D: 14%; E: 3%; F: -10%; G: -22%; H: -10%; I: 57%[activator]

SMILES: O=C(Nc1ccc(Cl)cc1)C1CCC(CNS(=O)(=O)c2ccc(Br)s2)CC1 (stereo not drawn)
  A: 2%; B: 30%[activator]; C: -21%; D: -3%[59 µM]; E: ·; F: -8%; G: 0%; H: -5%; I: 20%

SMILES: O=C(NCCCN1CCOCC1)c1cc(-c2ccc(Br)cc2)on1
  A: -1%; B: -9%; C: 1%; D: ?; E: 16%; F: -17%; G: -2%; H: 3%; I: 2%

SMILES: CCOc1ccccc1-n1c(SCC(N)=O)nc2ccccc2c1=O
  A: 7%; B: -14%; C: 25%; D: -8%; E: 1%; F: -4%; G: -8%; H: 2%; I: -14%

SMILES: O=C1N(c2ccccc2C(F)(F)F)O[C@@]1(c1ccccc1)C1CCCC1
  A: 103%[activator]; B: ·; C: ·; D: -1%[0.501 µM]; E: 15%; F: -16%; G: -14%; H: ·; I: 9%

SMILES: CSc1nsc(SCc2cnc(C)nc2N)n1
  A: -18%; B: -10%; C: 5%; D: 5%[12.7 µM]; E: -1%; F: -5%; G: -5%; H: 3%; I: -13%

compound | BAZ2B inh | Apoferritin bind | POLB inh | G9a block | APEX1 inh | POLH inh | Pol kappa inh | BLM helicase inh | POLI inh
Cc1ccc2c(C)c(C(=O)N(Cc3cccs3)C3CCS(=O)(=O)C3)oc2c1 (stereo not drawn) | -10% | -14% | ? | -11% | -5% | -2% | -7% | -4% | 3%
CNc1nc(N)c([N+](=O)[O-])c(NCc2ccccc2)n1 | -22% | -13% | 4% | ? | -2% | -6% | -6% | -2% | 3%
COCC(C)N=C1SCCN1Cc1ccccc1 (stereo not drawn) | 5% | 2% | 22% | -2% | 10% | -19% | 5% | 1% | 23%
S=C(Nc1ccccc1)N(Cc1ccccc1)Cc1ccncc1 | -12% | -5% | 1% | -7%[59 µM] | 12% | -6% | 14% | -12% | 48%[activator]
O=C(O)C1CCCCC1C(=O)Nc1nccs1 (stereo not drawn) | 0% | -9% | 12% | 11% | -3% | -2% | 4% | -2% | 9%
CCC1=Nc2cc(C(=O)NCc3ccccc3Cl)ccc2Sc2ccc(C)cc21 | -1% | -17% | -20% | -34%[59 µM] | · | -17% | 1%[60.1 µM] | -5% | -11%
CC(C)Cc1nnc(NC(=O)CCC(=O)N2CCC(C)CC2)s1 | -2% | -21% | 10% | -1% | 0% | -17% | -3% | 1% | 36%[activator]
Oc1[nH]c2ccccc2c1N=Nc1nc2ccccc2s1 | -37% | -7% | -1% | -51% | 3% | ? | -8% | -3% | 9%
CCCn1c(-c2ccc(F)cc2)n[nH]c1=S | 17% | -14% | -1% | 22µM* | 6% | -16% | -4% | 3% | 25%
Cc1ccc(N(Cc2ccccc2)C(=O)c2cc(S(=O)(=O)N3CCOCC3)ccc2C)cc1 | -7% | · | · | -11%[2.33 µM] | 7% | -21% | -12% | · | 11%
CC(=O)/C(N=Nc1ccc(SC(F)F)cc1)=C(\C)O | -30% | -15% | -18% | -32% | -1% | -6% | -3% | -1% | -22%
COc1cc(OC)c(C(=O)NCC2CCCO2)cc1OC (stereo not drawn) | -6% | -5% | 45% | 9%[59 µM] | -4% | -9% | -7% | -1% | 160%[activator]
Cc1csc2nc(O)c(C(=O)NC3CCCCCC3)c(=O)n12 | 2% | · | · | 6% | 20% | -12% | -2% | · | 31%[activator]
CCOC(=O)c1ccc(N2C(=O)CC(NC3CCN(C(=O)c4cccc(Cl)c4)CC3)C2=O)cc1 (stereo not drawn) | -1% | -11% | 2% | 16µM* | -2% | -19% | -6% | 3% | 13%

Profiles, quoted from the list.
CC(=O)/C(N=Nc1ccc(SC(F)F)cc1)=C(\C)O across the screens: BAZ2B inh: -30%; Apoferritin bind: -15%; POLB inh: -18%; G9a block: -32%; APEX1 inh: -1%; POLH inh: -6%; Pol kappa inh: -3%; BLM helicase inh: -1%; POLI inh: -22%
Cc1ccc(N(Cc2ccccc2)C(=O)c2cc(S(=O)(=O)N3CCOCC3)ccc2C)cc1 across the screens: BAZ2B inh: -7%; Apoferritin bind: ·; POLB inh: ·; G9a block: -11%[2.33 µM]; APEX1 inh: 7%; POLH inh: -21%; Pol kappa inh: -12%; BLM helicase inh: ·; POLI inh: 11%
COCC(C)N=C1SCCN1Cc1ccccc1 (stereo not drawn) across the screens: BAZ2B inh: 5%; Apoferritin bind: 2%; POLB inh: 22%; G9a block: -2%; APEX1 inh: 10%; POLH inh: -19%; Pol kappa inh: 5%; BLM helicase inh: 1%; POLI inh: 23%

G9a block: hit marks shown above.
SMILES | BAZ2B inh | POLB inh | G9a block | APEX1 inh | POLH inh | Pol kappa inh | BLM helicase inh | POLI inh
O=C(O)CC(Cn1[nH]nnc1=S)c1ccccc1 (stereo not drawn) | ? | 11% | 8.9µM* | 11% | -6% | 4% | 3% | -8%
CCCn1c(-c2ccc(F)cc2)n[nH]c1=S | 17% | -1% | 22µM* | 6% | -16% | -4% | 3% | 25%
CCOC(=O)c1ccc(N2C(=O)CC(NC3CCN(C(=O)c4cccc(Cl)c4)CC3)C2=O)cc1 (stereo not drawn) | -1% | 2% | 16µM* | -2% | -19% | -6% | 3% | 13%

Screening data from PubChem.

Only part of the results is shown (hit frequency here may not be typical).
